Hsp70 displacement: Hsp70 inhibitors, probe displacement, primary screen, biochemical, fluorescence polarization (AID 583). 140,000 compounds, 0.06% hits. displacement, % at 20 µM; hits with a dose series show IC50 in µM. Hsp70 fluorescence polarization probe displacement, mP; higher % means a stronger effect; in the data active = displacement above about 50%;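 also: plate controls were vehicle for no effect and reference ligand for full effect; a part of the inactive calls stands beside numbers as strong as those of hits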
MKP-3 inhibition: inhibition of rat DUSP6 enzyme activity – biochemical, in vitro, primary screen (AID 425); one-dose inhibition, % at 20 µM; IC50 in µM for titrated hits; 110,000 compounds, 0.17% hits; recombinant MKP-3 phosphatase activity, fluorescence; higher % means a stronger effect; in the data active = inhibition above about 50%;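 also: plate controls were vehicle for no effect and reference inhibitor for full effect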
* = called active by the depositor; x = not tested or not shown; & = joins results of further samples.

nr	structure	MKP-3 inhibition	Hsp70 displacement
1	Cn1c(SCC(=O)NC(C)(C)C)nnc1-c1ccc(C(C)(C)C)cc1	6%	-1.6%
2	Cc1ccc(-n2nnc3c(=O)n(Cc4cccc(C)c4)cnc32)cc1	-15%	-2.3%
3	CC1=C(C#N)c2nc(N)c(C#N)c(C)c2/C1=C/c1ccc(-c2ccc([N+](=O)[O-])cc2C)o1	7%	0.4%
4	COc1cccc(C2=NN(C(=O)CCc3ccccc3)C(O)(C(F)(F)F)C2)c1 (configuration not stated)	-2%	-4.2%
5	O=S1(=O)N=C(SCCO)c2ccccc21	-1%&0%	1.5%&0.2%
6	CCC(C)(C)NC(=O)C(c1cccn1C)N(Cc1ccccc1)C(=O)Cn1nnc2ccccc21 (configuration not stated)	-13%	-0.5%
7	Brc1ccc(OCCCN2CCOCC2)cc1	-2%	12%&4.0%
8	CCC(=O)N1CCCc2cc(S(=O)(=O)N3CCC(N4CCCCC4)CC3)ccc21	-5%	-2.3%
9	OCCNc1ccc(Cl)cc1	1%	7.1%
10	COc1ccccc1NC(=O)c1ccc(C)o1	2%	0.0%
11	COc1ccccc1C1C(C(C)=O)=C(O)C(=O)N1CCc1ccccc1 (configuration not stated)	-1%	5.4%
12	O=C(Nc1ccc(Cl)cc1)c1cc2n(n1)C(C(F)(F)F)CC(c1ccco1)N2 (configuration not stated)	0%	-2.1%
13	O=C(CCC(=O)N1CCc2ccccc21)N1CCc2ccccc21	9%	-0.4%
14	Cc1cc(-c2ccccc2)nc(N2CCC(C(=O)NCc3ccccc3Cl)CC2)n1	x	-3.2%
15	CCOC(=O)C(=O)Nc1nc(C23CC4CC(CC(C4)C2)C3)cs1	1%	-1.8%
16	COCCNc1nc(SCc2ccccc2)nc2sc3c(c12)CCC3	x	4.8%
17	COc1ccc(CCNC(=O)CCC2COc3ccccc3O2)cc1OC (configuration not stated)	x	-5.1%
18	CC1=CC(C)(C)N(Cc2ccc([N+](=O)[O-])cc2)c2cc(C)ccc21	1%	-3.4%
19	COc1ccccc1OC(=O)CN1C(=O)c2ccccc2C1=O	x	-2.5%
20	CCOC(=O)c1ccc(Nc2c(N)c(=O)oc3ccccc23)cc1	-2%	4.1%
21	CCc1ccc(NC(=O)c2ccc3ncsc3c2)cc1	x	-8.0%
22	O=C(c1cc(-c2ccc(O)cc2)on1)N1CCCc2ccccc21	-7%	12%
23	O=C(NCN1CCc2ccccc2C1)c1cnccn1	-3%	0.2%
24	CCOc1ccc(C2NC(=O)NC(C)=C2C(=O)OC)cc1C (configuration not stated)	x	1.9%
25	CCOc1ccc(NC(=O)CN(Cc2ccccc2)S(C)(=O)=O)cc1	x	0.0%
26	Cc1ccc(NC(=O)COc2ccc(Br)cc2)c([N+](=O)[O-])c1	2%	2.4%
27	O=C/C(=C\Nc1ccc(Br)cn1)c1nc2cc(Cl)ccc2o1	0%	2.8%
28	CCOC(=O)c1sc(NC(=O)CC(c2ccccc2)c2ccccc2)c(C(N)=O)c1C	3%	1.1%
29	CCOC(=O)C1(C)C=C(Nc2ccc(C)cc2)C(=O)N1c1ccc(C)cc1 (configuration not stated)	-2%	-2.0%
30	CC1CCCCN1S(=O)(=O)c1ccc2c(c1)CCN2C(=O)C1CCC1 (configuration not stated)	-2%	-1.4%

13 successive records already listed:
nr	structure	MKP-3 inhibition	Hsp70 displacement
16	COCCNc1nc(SCc2ccccc2)nc2sc3c(c12)CCC3	x	4.8%
17	COc1ccc(CCNC(=O)CCC2COc3ccccc3O2)cc1OC (configuration not stated)	x	-5.1%
18	CC1=CC(C)(C)N(Cc2ccc([N+](=O)[O-])cc2)c2cc(C)ccc21	1%	-3.4%
19	COc1ccccc1OC(=O)CN1C(=O)c2ccccc2C1=O	x	-2.5%
20	CCOC(=O)c1ccc(Nc2c(N)c(=O)oc3ccccc23)cc1	-2%	4.1%
21	CCc1ccc(NC(=O)c2ccc3ncsc3c2)cc1	x	-8.0%
22	O=C(c1cc(-c2ccc(O)cc2)on1)N1CCCc2ccccc21	-7%	12%
23	O=C(NCN1CCc2ccccc2C1)c1cnccn1	-3%	0.2%
24	CCOc1ccc(C2NC(=O)NC(C)=C2C(=O)OC)cc1C (configuration not stated)	x	1.9%
25	CCOc1ccc(NC(=O)CN(Cc2ccccc2)S(C)(=O)=O)cc1	x	0.0%
26	Cc1ccc(NC(=O)COc2ccc(Br)cc2)c([N+](=O)[O-])c1	2%	2.4%
27	O=C/C(=C\Nc1ccc(Br)cn1)c1nc2cc(Cl)ccc2o1	0%	2.8%
28	CCOC(=O)c1sc(NC(=O)CC(c2ccccc2)c2ccccc2)c(C(N)=O)c1C	3%	1.1%

(continued)
nr	structure	MKP-3 inhibition	Hsp70 displacement
31	CC(C)C(=O)Nc1ccc(-c2nc3cccnc3o2)cc1	3%	4.4%
32	COCc1cc(=O)[nH]c(Nc2nc3ccc(C)cc3o2)n1	-3%	-1.1%
33	Nn1c(SC/C=C/c2ccccc2)nnc1-c1ccncc1	-4%	-2.8%
34	COc1nc(Nc2ccc3c(c2)OCO3)nc(OC)n1	-7%	2.3%
35	CCOc1ccc(NC(=O)c2cc(Cl)ccc2[N+](=O)[O-])cc1	-1%	0.1%
36	CCCCNC(=S)NNC(=O)C12CC3CC(CC(C3)C1)C2	2%	0.0%&1.5%
37	O=C(Nc1cccnc1)c1ccc2c(c1)C(=O)N(Cc1cccnc1)C2=O	-4%	0.5%
38	O/C(=C/c1nc2ccccc2nc1/C=C(/O)c1ccccc1)c1ccccc1	-1%	1.1%
39	COC(=O)C1=CNC=C(C(=O)OC)C1c1ccc(C)cc1	0%	0.6%
40	Cc1cccc(N2C(=O)/C(=C/c3ccccc3[N+](=O)[O-])SC2=S)c1	120%*	2.1%
41	CC(=O)c1ccccc1NS(=O)(=O)c1c(C)nn(-c2ccccc2)c1C	-1%	-2.2%
42	O=C(NCCN1CCOCC1)c1nn2c(C(F)(F)F)cc(-c3ccccc3)nc2c1Cl	0%	-1.5%
43	O=C(Cc1ccc([N+](=O)[O-])cc1)Nc1ccc(F)cc1F	-2%	0.7%
44	COC(=O)COc1ccc(/C=C2\C(=O)NC(=O)N(C)C2=O)cc1OC	2%	-0.5%
45	CC(C)NC(=O)c1ccc(-c2cccc(C(F)(F)F)c2)o1	x	-3.3%
46	O=C(NCCN1CCCCC1)c1ccc(/C=N/O)nc1	0%	-4.6%
47	O=C(CCS(=O)(=O)Cc1ccccc1F)NCCCN1CCCCC1	7%	6.0%
48	CCCCC(c1nnnn1Cc1ccco1)N1CCN(C(=O)c2ccco2)CC1 (configuration not stated)	-6%	3.1%
49	COc1ccc(CCN2C(=NC(=O)CCC(=O)O)SC3CS(=O)(=O)CC32)cc1OC (configuration not stated)	2%	5.4%
50	Cc1ccc(NCc2nnc(SCC(=O)c3ccccc3)o2)c(C)c1	-8%	-2.7%
51	CCOC(=O)c1c(NC(=O)c2ccc(C)o2)sc2c1CCCCCC2	2%	0.9%
52	Cc1occc1C(=O)Nc1ccc([N+](=O)[O-])cc1Cl	5%	0.5%
53	COc1ccccc1/C=C1/SC(=S)N(C(C)C(=O)O)C1=O (configuration not stated)	-1%	5.9%
54	CCC(=O)N1CCc2cc(S(=O)(=O)CCC(=O)O)ccc21	4%	3.8%
55	O=C(CCc1ccccc1)n1nc(-c2ccccc2)nc1NCc1ccco1	x	-4.8%
56	CCOc1ccc(Nc2ccc3noc4c3c2C(=O)c2ccccc2-4)cc1	4%	3.6%
57	CC(C)(C)NC(=O)C1N(c2cccnc2)C(=O)C2C(C(=O)Nc3ccccc3)C3(C)C=CC21O3 (configuration not stated)	-3%	-1.9%
58	O=S(=O)(c1ccc(OCC(O)CN2CCN(c3ccccc3Cl)CC2)cc1)N1CCOCC1 (configuration not stated)	-11%	10%
59	O=C(CSc1nnc(Cn2c(=O)sc3ccccc32)n1-c1ccccc1)N1CCOCC1	6%	6.1%
60	COc1cc(C2C(C(=O)c3ccc(C)o3)=C(O)C(=O)N2Cc2cccnc2)ccc1O (configuration not stated)	-12%	2.3%
61	N#Cc1nc(COc2ccccc2F)oc1N1CCCCCC1	-8%	6.9%
62	CCOc1ccc(NC(=O)CSCc2cnn(-c3ccccc3)c2-n2cccc2)cc1	x	0.2%
63	COc1ccc(C2=NCC(CSc3nnc(-c4ccc5c(c4)OCO5)o3)S2)cc1 (configuration not stated)	-8%	-5.3%
64	CN(Cc1ccccc1)S(=O)(=O)c1cccc2cccnc12	x	-2.2%
65	Nc1ccc(N2CCOCC2)c(Cl)c1	-1%	2.0%
66	COc1cccc(/C=C2\SC(=S)N(NC(=O)c3cccc([N+](=O)[O-])c3)C2=O)c1	0%	6.4%
67	CCCNC(=O)C1CNc2ccccc2O1 (configuration not stated)	x	-1.8%
68	COc1ccc(N=C2SCC(=O)N2c2ccc(OC)cc2)cc1	-1%	4.6%
69	Cn1c(SCC(=O)N2CCOCC2)nc(O)cc1=O	x	-1.6%
70	Cc1ccc(-c2nnc(SCC(=O)NCC3CCCO3)n2C)cc1 (configuration not stated)	x	0.8%
71	N#CC(C#N)=CNc1ccc([N+](=O)[O-])cc1	0%	-1.1%
72	COc1cccc(-n2c(Cc3cc(=O)[nH]c(=O)[nH]3)nnc2SCc2cccnc2)c1	-2%	2.5%
73	NCCCCCc1nnc(SCC(=O)Nc2cccc(Cl)c2)o1	3%	-5.9%
74	CCCSC1=N/C(=C\C=C\c2ccco2)C(=O)S1	10%	-14%
75	COCCn1nnnc1C(C(C)C)N(Cc1cccnc1)Cc1cc2cc(OC)ccc2[nH]c1=O (configuration not stated)	4%	1.2%
76	CC1CCCN(S(=O)(=O)c2ccc(S(=O)(=O)N3CCCN(Cc4ccccc4)C3)cc2)C1 (configuration not stated)	-14%	3.9%
77	CNC(=O)C1CC(=O)N(CCc2ccc(OC)cc2)C(=Nc2ccc(OC)cc2)S1 (configuration not stated)	x	4.7%
78	CC1=CC(C)(C)N(C(=O)COc2nc3ccccc3s2)c2ccccc21	4%	3.7%
79	CC(Oc1ccc(Cl)cc1)C(=O)NCCCn1ccnc1 (configuration not stated)	x	4.3%
80	COC(=O)C1=C(C)NC2=C(C(=O)CC(c3ccc4c(c3)OCO4)C2)C1c1ccc(Br)cc1 (configuration not stated)	7%	-3.7%
81	CC(C)OC(=O)C1C(=O)CC(C)(O)C(C(=O)OC(C)C)C1c1ccc(F)cc1 (configuration not stated)	0%	-4.2%&7.3%
82	CS(=O)(=O)N(CC(=O)N1CCCC1)c1ccc(Cl)cc1	3%	3.8%
83	N#CCCN1CCN(S(=O)(=O)c2ccc(S(=O)(=O)N3CCCC3)cc2)CC1	-8%	-1.9%
84	COC(=O)c1c(NC(=O)c2c(F)cccc2F)sc2c1CCC(C(C)(C)C)C2 (configuration not stated)	4%	-0.8%
85	COCCn1cnc2c1c(=O)n(CC(=O)Nc1cc(C)on1)c(=O)n2Cc1ccccc1	x	-4.7%
86	Cc1cc(C)n(CCSCC(=O)O)n1	x	-0.8%
87	CC1=C(C(=O)Nc2ccc(Br)cc2)C(c2ccccc2Br)NC(=O)N1 (configuration not stated)	4%	-4.6%
88	Cc1cc(=O)oc2cc(OCC(=O)N3CCc4ccccc4C3)ccc12	-6%	1.2%
89	CCC(NC(=O)Nc1ccc(O)cc1)(C(F)(F)F)C(F)(F)F	0%	-2.7%
90	CCOC(=O)N1CCN(C(=O)c2ccc3c(=O)n4c(nc3c2)CCCCC4)CC1	5%	-1.1%

(next part)
nr	structure	MKP-3 inhibition	Hsp70 displacement
91	O=C(Nc1ccccc1)c1ccccc1N1C(=O)c2ccccc2C1=O	-3%	5.0%
92	CC1CCN(S(=O)(=O)c2ccc3c(c2)oc(=O)n3CC(=O)NCc2ccc3c(c2)OCO3)CC1	-7%	-0.2%
93	O=C(NC(=S)Nc1cccc(C(F)(F)F)c1)c1ccco1	4%	-6.2%
94	CCOC(=O)N1CCN(C(=O)CSCC(=O)Nc2nc(-c3ccc4c(c3)OCO4)cs2)CC1	5%	14%
95	CCC(C)C(=O)Nc1cc(C(=O)OC)cc(C(=O)OC)c1 (configuration not stated)	-3%	3.0%
96	CC(O)CNc1nc2c(c(=O)n(C)c(=O)n2C)n1Cc1cccc(C(F)(F)F)c1 (configuration not stated)	-6%	-3.0%
97	CCOC(=O)N1CCN(C(=O)C2CCN(S(=O)(=O)c3ccccc3)CC2)CC1	x	-1.8%
98	Cc1c(NC2=NC3(CCCCC3)Cc3ccccc32)c(=O)n(-c2ccccc2)n1C	-7%	3.0%
99	CCSc1nnc(NC(=O)c2sc3ccccc3c2Cl)s1	0%	-0.1%
100	CCOC(=O)C(C)Sc1nc(-c2ccco2)cc(C(F)(F)F)c1C#N (configuration not stated)	-2%	-2.0%
101	Cc1ccc(C(=O)OCC(=O)NC(=O)c2cccn2C)cc1	x	-3.9%
102	Cc1cc(C)n(-c2nc(NC(C)C)nc(NC(C)C)n2)n1	-10%	-0.7%
103	CC(=O)c1cccc(NC(=O)c2ccc(N(Cc3ccccc3C)S(C)(=O)=O)cc2)c1	x	1.8%
104	Nc1nnc(-c2ccccc2)c(-c2ccccc2)n1	-3%	x
105	Fc1ccc(-c2nnc(SCc3ncc(-c4ccccc4)o3)n2CC2CCCO2)cc1 (configuration not stated)	0%	1.0%
106	O=C(CSc1nc2ccccc2n1-c1ccccc1)NCC1CCCO1 (configuration not stated)	1%	4.8%
107	CCOC(=O)Cn1c(N2CCOCC2)nc2c1c(=O)[nH]c(=O)n2C	-3%	0.2%
108	O=C1c2ccccc2-c2ccc(C(=O)N3CCOCC3)cc21	-1%	-1.2%
109	CS(=O)(=O)N(CC(=O)NCCc1ccccc1)C1CCCCC1	x	-5.3%

Shown as labelled records: part of the list above
106	O=C(CSc1nc2ccccc2n1-c1ccccc1)NCC1CCCO1 (configuration not stated)
- MKP-3 inhibition: 1%
- Hsp70 displacement: 4.8%
107	CCOC(=O)Cn1c(N2CCOCC2)nc2c1c(=O)[nH]c(=O)n2C
- MKP-3 inhibition: -3%
- Hsp70 displacement: 0.2%

Not all compounds are listed (hit frequency here may not be typical).
